D2 agonist = HTS Assay for Allosteric Agonists of the Human D2 Dopamine Receptor: Primary Screen for Agonists | D(2) dopamine receptor (Homo sapiens), P14416 | HEK293 T-REx D2 cells, calcium flux agonist mode | activation, % at 2 µM | 340,000 tested, 0.53% active | AID 485358, 2010;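 active = activation over 3 SD above normal in the single-dose calcium agonist read, cut at about 30% in these data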; note: 0% is about no effect
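Tetracycline-induced HEK293 T-REx cells with force-coupled D2 receptor, plated overnight at 30 C, loaded with no-wash calcium dye. After a 10 s baseline, compound was pin-added and calcium flux read kinetically for 180 s; calcium rises flagged agonists.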
rTrxR1 inhibitor = qHTS Assay for Inhibitors of Mammalian Selenoprotein Thioredoxin Reductase 1 (TrxR1): qHTS | Thioredoxin reductase 1, cytoplasmic (Rattus norvegicus), O89049 | recombinant rTrxR1, NADPH fluorescence consumption, selenite substrate | Potency, µM (top dose mostly 114 µM), without a hit: top-dose activity change, negative = inhibition, hits mostly inhibitors | 390,000 tested, 1% active | AID 588453, 2011; note: potency is the fitted concentration of half-maximal effect; % is set by controls: 0 for no effect and ±100 for the full control effect; nearly all actives have a fitted effect of over 65% in size
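Rat TrxR1 (90 nM in the dispensed reagent) was pre-reduced with 400 uM NADPH for 5 min at room temperature, then incubated with compound for 15 min. After 400 uM selenite was added, NADPH fluorescence (Ex 340/Em 450 nm) was followed for 8 min.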
TrxR1 substrate = qHTS Assay for Substrates of Mammalian Selenoprotein Thioredoxin Reductase 1 (TrxR1): qHTS; Potency, µM (series often up to 114 µM), for the others: top-dose activity change, negative = substrate turnover; purified TrxR1 substrate turnover, NADPH consumption readout; 390,000 tested, 0.01% active; Thioredoxin reductase 1, cytoplasmic (Rattus norvegicus), O89049; note: potency is the fitted concentration of half-maximal effect; % is set by controls: 0 for no effect and ±100 for the full control effect; nearly all actives have a fitted effect of over 50% in size
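Rat TrxR1, dispensed at 90 nM, was prereduced with 400 uM NADPH (final) for 5 min at ~22 deg C, then incubated with compound 15 min before 400 uM selenite. A first-read NADPH fluorescence drop versus no-compound background flagged substrates.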
D2 antagonist = HTS Assay for Allosteric Antagonists of the Human D2 Dopamine Receptor: Primary Screen for Antagonists | inhibition, % at 10 µM | HEK293 TREx D2 cells, calcium flux, dopamine EC80 | 340,000 tested, 2% active; in the data active = inhibition above about 30%; note: 0% is about no effect
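Calcium flux kinetic readout in an inducible HEK293 TREx D2 line plated overnight at 30 C. After 180 s compound exposure, an EC80 dopamine challenge follows with another 180 s kinetic read to detect antagonism.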
TRHR ag = qHTS for Small Molecule Agonists and Allosteric Enhancers of Human TRH Receptor: Primary Screen for Agonists. activation, % at 2 µM. TRHR cells, calcium flux fluo-8, FDSS agonist mode. AID 493084, 2011. 360,000 tested, 0.18% active; in the data active = activation above about 30%; note: 0% is about no effect
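TRHR-expressing cells loaded with fluo-8 calcium dye; 23 nL library compound pin-transferred, kinetic FDSS fluorescence (Ex 480/Em 530) recorded about 180 s for agonist-induced calcium release, before a 10 nM TRH EC20 addition for potentiator mode.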
TRHR PAM = qHTS for Small Molecule Agonists and Allosteric Enhancers of Human TRH Receptor: Primary Screen for Enhancers | Thyrotropin-releasing hormone receptor (Homo sapiens), P34981 | TRHR cells, fluo-8 calcium fluorescence, EC20 TRH enhancement | enhancement, % at 2 µM | 360,000 tested, 0.66% active; in the data active = enhancement above about 30%; note: 0% is about no effect
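Enhancer read-out: after compound pinning and an initial kinetic agonist-mode read, an EC20 of TRH (10 nM final) was injected and fluo-8 calcium signal (Ex 480/Em 530) followed at 1 s/cycle for 100 cycles in TRHR-expressing cells.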
PI4K2A inh = qHTS for small molecular inhibitors of PI4K2A; purified PI4K2A, ADP-Glo luminescence, 1 h; stronger effect = lower value; 420,000 tested, 0.13% active; Phosphatidylinositol 4-kinase type 2-alpha (Homo sapiens), Q9BTU6; activity change, negative = inhibition, % at 76.9 µM; in the data active = activity change below about -50%;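 note: -100% = wells without enzyme as full effect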
Target sequence (Q9BTU6 whole entry, looked up): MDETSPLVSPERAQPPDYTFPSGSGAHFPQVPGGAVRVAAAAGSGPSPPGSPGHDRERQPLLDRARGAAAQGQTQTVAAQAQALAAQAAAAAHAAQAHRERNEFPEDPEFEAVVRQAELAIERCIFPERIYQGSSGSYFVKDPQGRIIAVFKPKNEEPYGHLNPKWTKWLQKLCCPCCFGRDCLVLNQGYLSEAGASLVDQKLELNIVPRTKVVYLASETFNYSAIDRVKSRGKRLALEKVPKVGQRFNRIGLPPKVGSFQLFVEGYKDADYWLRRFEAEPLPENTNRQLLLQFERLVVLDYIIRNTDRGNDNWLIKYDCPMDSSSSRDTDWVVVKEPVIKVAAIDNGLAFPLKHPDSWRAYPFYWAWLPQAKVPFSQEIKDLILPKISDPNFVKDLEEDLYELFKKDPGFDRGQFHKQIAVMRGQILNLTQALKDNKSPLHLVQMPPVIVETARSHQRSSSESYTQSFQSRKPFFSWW
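ADP-Glo luminescence measured ADP generated by PI4K2A enzyme (4 ug/mL before mixing) with 1.2 mM PI substrate (pre-mix) and 300 microM ATP (pre-mix). Tris pH7.5 buffer with MgCl2, Triton X-100; 1 h reaction at ambient temperature.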
USP1 inh = Inhibitors of USP1/UAF1: Primary Screen. Potency, µM (highest dose often 57.1 µM), for the others: at the top dose activity change, negative = inhibition, actives largely listed as inhibitors. 390,000 tested, 0.23% active. Ubiquitin carboxyl-terminal hydrolase 1 (Homo sapiens), O94782. recombinant USP1/UAF1, Ub-Rhodamine cleavage fluorescence; note: potency is the fitted concentration of half-maximal effect; % is set by controls: 0 for no effect and ±100 for the full control effect; nearly all actives have a fitted effect of over 60% in size; inactives centre near -12
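In this screen, compounds sit with the deubiquitinase complex (1nM) for 15 min at room temperature before Ub-Rho is added at 150nM final. Fluorescence rise is then followed for 6 reads every 60 seconds.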
mIDH1 inhibitor = qHTS for Inhibitors of mutant isocitrate dehydrogenase 1 (IDH1): qHTS; Isocitrate dehydrogenase [NADP] cytoplasmic (Homo sapiens), O75874; IDH1-R132H enzyme, NADPH consumption, diaphorase/resazurin fluorescence; Potency, µM (series often up to 76.6 µM), for the others: top-dose activity change, negative = inhibition, most hits filed as inhibitors; 390,000 tested, 0.093% active; AID 602179, 2012; note: potency is the fitted concentration of half-maximal effect; % is set by controls: 0 for no effect and ±100 for the full control effect; nearly all actives have a fitted effect of over 65% in size
Target sequence (O75874 whole entry R132H, stated change not applied): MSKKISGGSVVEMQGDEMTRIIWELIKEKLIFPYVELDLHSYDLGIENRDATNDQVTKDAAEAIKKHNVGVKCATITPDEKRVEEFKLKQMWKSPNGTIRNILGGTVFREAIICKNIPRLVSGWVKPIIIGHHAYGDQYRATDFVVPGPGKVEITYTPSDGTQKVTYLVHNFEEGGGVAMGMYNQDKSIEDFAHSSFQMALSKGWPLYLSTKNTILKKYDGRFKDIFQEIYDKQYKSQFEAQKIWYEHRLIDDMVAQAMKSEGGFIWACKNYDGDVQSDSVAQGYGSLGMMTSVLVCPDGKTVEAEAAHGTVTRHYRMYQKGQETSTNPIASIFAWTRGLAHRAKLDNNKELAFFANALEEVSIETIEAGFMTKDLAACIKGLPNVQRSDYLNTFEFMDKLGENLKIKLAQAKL
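IDH1-R132H (0.5 ug/mL dispensed) in pH 7.5 Tris buffer was preincubated 30 min with compound, then given a substrate mix of 0.016 mM NADPH and 2 mM alpha-KG for 80 min at room temperature; remaining NADPH was read by diaphorase/resazurin fluorescence.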
Numbers without * were called inactive; · = not tested or not shown; & = joins results of further samples; [ ] = remark or other dose. Unless noted, calls come from the whole dose curve; as a rule, active = well fitted inhibition curve with a large enough effect; inconclusive = small, poorly fitted or top-dose-only effect; inactive = no such curve, though single readings can be large or run the other way.

Structure,D2 agonist,rTrxR1 inhibitor,TrxR1 substrate,D2 antagonist,TRHR ag,TRHR PAM,PI4K2A inh,USP1 inh,mIDH1 inhibitor
COc1ccc(CNC(=O)COc2ccc([N+](=O)[O-])cc2)cc1,0.5,33%[activator],5%,1,1.3,-3,2,-19%,6%
O=C(NCC1CCN(Cc2cccc(Cl)c2)CC1)Nc1ccc(F)c(Cl)c1,·,-2%,-7%,·,2.2,-1,-5,-16%,13%
COc1ccc(CNC(=O)COC(=O)C(CCSC)NC(=O)c2ccco2)cc1OC (stereo unspecified),11,19%,-1%,-3,0.3,6,2,-13%,9%
Cc1oc(-c2ccc(Cl)cc2)nc1CN1CCC(C(=O)NCC2CCCO2)CC1 (stereo unspecified),0.9,17%,-1%,-10,0.1,4,-1,-3%,-7%
O=c1c(-c2ccc3c(c2)OCCO3)coc2c(CN3CCOCC3)c(O)ccc12,1.9,-20%,15%,3,0.0,4,1,-14%,3%
CN(C(=O)NC1CCCCC1)c1ccccc1,0.9,2%,-1%,3,-0.1,-2,-2,-11%,2%
CCCSc1nnc(NC(=O)Cc2coc3cc(C)ccc23)s1,·,13%,3%,·,0.4,3,2,-8%,17%
CCCCCCSc1ncc(C#N)c(N)n1,0.4,1%,-6%,19,1.0,4,6,-8%,3%
COc1ccc(C2=NOC(Cn3nc(-c4ccccc4)cc3C(=O)NCc3ccco3)C2)cc1 (stereo unspecified),·,13%[57.1 µM],10%[57.1 µM],·,·,·,-2,-16%,4%
O=C(COC(=O)/C=C/c1cccc(C(F)(F)F)c1)NCc1ccco1,-0.6,8%,6%,-6,0.3,-6,0,-15%,5%
COc1ccc2c(C)c(CCC(=O)NCc3cccc(Cl)c3)c(=O)oc2c1,-1.0,50%[activator],91%[activator],·,0.1,-4,-3,-16%,-17%
O=C(Nc1nnc(-c2ccc3c(c2)CCCC3)o1)C1CCCCC1,·,8%,4%,·,0.3,20,1,-27%,-2%
Cc1cccc(NC(=O)CCc2ccc(S(=O)(=O)NC3CCCCC3)cc2)c1,0.3,2%[57.1 µM],3%[57.1 µM],-10,1.0,15,-3,-1%,3%
O=C(COc1cccc2cccnc12)N1CCc2ccccc2C1,-0.1,-14%,-1%,14,0.1,0,-2,-27%,8%
CC(OC(=O)c1cccc(-n2cnnn2)c1)C(=O)NCc1ccccc1 (stereo unspecified),0.2,4%[57.1 µM],2%[57.1 µM],-21,-0.2,1,0,-22%,0%
O=C(c1cccs1)N1CCc2ccccc2C1,·,9%[57.1 µM],-8%[57.1 µM],·,0.5,-7,-4,-15%,6%
O=C(CCC(=O)Nc1ccccc1)N/N=C/c1ccco1,0.9,5%,5%,12,-0.3,38*,0,2%,5%
COc1ccc(-c2coc3cc(O)c(OC)cc3c2=O)cc1,0.7,4%,49%[activator],-11,-0.7,-1,-6,1%,9%
CCC1CCCCN1C(=O)CSc1nnc(-c2ccc(OC)c(OC)c2)o1 (stereo unspecified),-0.3,4%,0%,·,-0.6,25,-1,-36%,-3%
CC1CCN(C(=O)CCC(=O)N2CC(C)Oc3ccccc32)CC1 (stereo unspecified),-0.6,1%[57.1 µM],7%[57.1 µM],-7,-0.4,-2,-4,-9%,-5%

Profiles as entered above:
Shown for CC(OC(=O)c1cccc(-n2cnnn2)c1)C(=O)NCc1ccccc1 (stereo unspecified) : D2 agonist: 0.2; rTrxR1 inhibitor: 4%[57.1 µM]; TrxR1 substrate: 2%[57.1 µM]; D2 antagonist: -21; TRHR ag: -0.2; TRHR PAM: 1; PI4K2A inh: 0; USP1 inh: -22%; mIDH1 inhibitor: 0%
Shown for COc1ccc2c(C)c(CCC(=O)NCc3cccc(Cl)c3)c(=O)oc2c1 : D2 agonist: -1.0; rTrxR1 inhibitor: 50%[activator]; TrxR1 substrate: 91%[activator]; D2 antagonist: ·; TRHR ag: 0.1; TRHR PAM: -4; PI4K2A inh: -3; USP1 inh: -16%; mIDH1 inhibitor: -17%

Other structures.
Structure,D2 agonist,rTrxR1 inhibitor,TrxR1 substrate,D2 antagonist,TRHR ag,TRHR PAM,PI4K2A inh,USP1 inh,mIDH1 inhibitor
COc1ccccc1CN1C(=O)CCC1(C)C(=O)NC1CCCCCC1 (stereo unspecified),0.2,27%,6%,1,0.0,-3,-2,-8%,8%
CCCc1nnc(NC(=O)CCC(=O)N2CCN(Cc3cc(F)ccc3OC)CC2)s1,·,5%,-5%,·,-0.7,-11,0,-28%,3%
COC(=O)C[C@H]1c2ccccc2S(=O)(=O)N1c1cccc(OC)c1,·,21%&-2%,4%&-5%,·,·,·,0,-25%,-6%
COc1ccc(-c2nnc3ccc(SCC(=O)N4CCOCC4)nn23)cc1,0.6,11%,0%,-2,0.5,-2,-1,-3%,-3%
CCOC(=O)c1ccc(S(=O)(=O)N2CCN(CC3CC=CCC3)CC2)cc1 (stereo unspecified),0.1,5%,3%,4,-1.6,5,-2,-5%,1%
CCOC(=O)c1nn(-c2ccc(C)cc2)cc1O,0.6,9%,-2%,-3,-0.5,4,-18,-7%,10%
CC(C)=C(NC(=O)c1ccccc1Br)C(=O)NCCc1nc2ccccc2[nH]1,0.8,-6%[57.1 µM],11%[57.1 µM],-1,0.0,4,-5,5%,-1%
CCOC(=O)c1c(SCCN2CCCCC2)n(-c2ccccc2)c(=S)n(-c2ccccc2)c1=O,·,18µM*,-4%,·,·,·,-4,2%,6%
Clc1ccc(Cn2cccc2C2=NCCO2)cc1,-0.1,-3%[57.1 µM],-8%,-4,1.9,8,12,-8%,9%
CCOC(=O)c1[nH]c2ccc(OC)cc2c1NC(=O)c1ccccc1C(=O)O,0.1,-17%,12%,26,0.6,3,-2,-20%,4%
CC(=O)Nc1ccc(NC(=O)CCNC(=O)c2ccccc2Cl)cc1,0.7,2%,-4%,18,0.7,4,5,-16%,-4%
COc1cccc(NC(=O)Nc2c(C)n(C)n(-c3ccccc3)c2=O)c1,-0.8,18%[57.1 µM],2%[57.1 µM],-6,-0.9,-3,-4,-4%,-1%
COc1ccc(-c2nnc(-c3ccc(C)cc3)o2)cc1,0.8,16%,23%,2,1.9,-11,3,-29%,2%
CCn1c(SCC(=O)NC2CCCCC2)nnc1-c1ccccc1F,0.6,18%,2%,-3,0.9,1,0,-2%,-2%
COc1ccc(Cl)cc1NS(=O)(=O)c1c(C)[nH]c(=O)[nH]c1=O,0.7,25%&2%,2%&-1%,·,0.5&-0.3,-6&-5,8&0,-14%&6%,-9%&-5%
CN1CCN(S(=O)(=O)c2ccc(-c3noc(C4CCN(S(C)(=O)=O)CC4)n3)cc2)CC1,0.8,11%,-3%,17,0.8,-4,1,-1%,0%
CCC1(CC)C(=O)NC(=O)NC1=NCCc1c[nH]c2ccccc12,1.1,0%,0%,-8,0.9,-1,2,-2%,10%
Cc1cc(C)c(OCCCNC2CCCC2)c(Br)c1,0.6,17%,4%,-15,0.7,7,6,-10%,0%
OCC1(Cc2cccc(F)c2)CCN(Cc2ccc3cccc(F)c3n2)CC1,-0.3,43%[activator],8%,40*,1.5,1,4,-22%,11%
COc1ccc(Oc2nc3c(c(=O)n(C)c(=O)n3C)n2Cc2ccccc2Cl)cc1,-1.2,21%,4%,·,-0.3,-3,-2,-23%,-18%
C#CCOc1ccc(/C=C2\SC(=S)N(Cc3cccnc3)C2=O)cc1,0.6,-16%,-8%,17,0.9,-5,1,-4%,-1%
O=C(N/N=C/c1coc2ccc(Cl)cc2c1=O)c1ccc(O)cc1,0.2,-5%,12%,-1,0.1,-4,-5,-13%,0%
COc1ccc(C2CC(c3cccs3)=NN2c2nc(-c3ccccc3)cs2)cc1OC (stereo unspecified),0.3,19%,5%,-14,-0.7,-2,1,-4%,-5%
Cc1ccc(C)c(OCCC(=O)N2CCN(S(=O)(=O)c3ccc([N+](=O)[O-])cc3)CC2)c1,-0.1,28%,4%,-3,0.1,0,4,-19%,0%
Cc1nnc(SCc2nc(-c3ccc(Cl)cc3)no2)n1-c1ccc(F)cc1,-1.2,10%,-5%,·,-1.4,-2,-7,-9%,7%
COc1ccc(CN(C)C(=O)c2cccc(S(=O)(=O)N3CCCc4ccccc43)c2)c(OC)c1OC,·,15%,3%,·,·,·,0,-10%,-6%
